From PubChem BioAssay
KCNK3 block: human KCNK3 channel inhibition, primary screen. CHO-KCNK3 thallium flux, FluxOR fluorescence; active compounds read low. AID 602410. O14649. B-score at 10 µM. 340,000 tested, 0.84% active;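 active means B-score under library mean minus 4 SD, starting fluorescence ratio at most library mean plus 5 SD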;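 further: more negative B-score means stronger inhibition of thallium flux through KCNK3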
hERG rescue: hERG (human) protection from proarrhythmic block; 310,000 tested, 0.51% active; Q12809; activation (rescue from dofetilide block), less the hit threshold, % at 10 µM; CHO-hERG, FluxOR thallium flux, dofetilide IC70 present;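 active means activation above the mean of controls blocked by dofetilide plus 5 SD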;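 further: thallium influx through hERG after potassium depolarization seen as dye fluorescence rise; in these data hits start at about 4.7%; inactives centre near -7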
GSK3A inh: human GSK-3 alpha kinase inhibition | P49840 | ADP-Glo luminescence, 60 min | inhibition, % at 10 µM | 320,000 tested, 0.1% active;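 in the data active means inhibition above about 50%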;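 further: GST-tagged GSK-3 alpha with peptide substrate and 25 µM ATP; 0% = DMSO neutral wells and 100% = GW8510 positive control wells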
Target sequence (P49840 whole entry, looked up): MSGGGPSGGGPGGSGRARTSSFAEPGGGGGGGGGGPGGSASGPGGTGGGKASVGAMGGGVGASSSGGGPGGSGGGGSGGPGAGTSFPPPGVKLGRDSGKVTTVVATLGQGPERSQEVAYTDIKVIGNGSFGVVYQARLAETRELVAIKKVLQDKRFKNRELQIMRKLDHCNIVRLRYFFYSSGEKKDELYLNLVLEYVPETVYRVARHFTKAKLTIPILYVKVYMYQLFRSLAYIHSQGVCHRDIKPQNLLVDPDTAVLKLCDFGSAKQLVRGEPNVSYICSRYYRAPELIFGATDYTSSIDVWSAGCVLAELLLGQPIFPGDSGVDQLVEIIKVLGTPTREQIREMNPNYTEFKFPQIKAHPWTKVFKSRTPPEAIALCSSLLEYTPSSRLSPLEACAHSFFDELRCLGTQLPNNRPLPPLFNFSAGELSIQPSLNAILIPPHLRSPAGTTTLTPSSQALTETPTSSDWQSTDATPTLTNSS
KCNK9 block: inhibitors of human KCNK9 two-pore domain potassium channel | Q9NPC2 | HEK293 KCNK9, FluxOR thallium flux fluorescence; active compounds read low | B-score at 10 µM | 310,000 tested, 1.2% active | AID 488922;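 active means ratio B-score over 3 SD below the library mean, with starting fluorescence within 5 SD of its mean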;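 further: negative B-score means less thallium flux so channel inhibition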
DYRK1A inh: Dyrk1A (rat) kinase inhibition. Q63470. ADP-Glo luminescence, NFATc1 peptide. inhibition, % at 12.5 µM. 310,000 tested, 0.43% active. AID 504441; in the data active means inhibition above about 50%;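 further: plate controls were vehicle with enzyme for no effect and no enzyme for full effect; many of its hits are not listed in these tables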
HDAC3 inh: blocks human histone deacetylase 3 | O15379 | 320,000 tested, 0.15% active | AID 2718 | recombinant HDAC3, fluorogenic peptide/trypsin coupled, fluorescence | inhibition, % at 8.3 µM; in the data active means inhibition above about 26%, passing the limit was not always enough; inconclusive means no clear call, values can overlap the other calls
KCNQ1 inh: human KCNQ1 channel inhibition. P51787. 310,000 tested, 1.3% active. B-score at 10 µM. CHO-K1 KCNQ1, FluxOR thallium flux fluorescence; active compounds read high;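 active means compounds whose thallium flux B-score, printed positive for inhibition, exceeds three library SD while starting fluorescence stays within three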;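 further: channel opened by potassium depolarization with thallium stimulus after 20 min compound exposure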
PolyA inh: yeast polyadenylation inhibition; S. cerevisiae SKY197-pL101 polyadenylation reporter, beta-gal luminescence; efflux-impaired pdr1/pdr3 knockout yeast; score 100 = 6 SD above DMSO; calls only at 12 µM; 300,000 tested, 0.02% active; AID 1875;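 active means lowest replicate activity score at least 50, where 100 means six control SD above control mean; inconclusive means lowest score under 50 but half or more replicates reach 50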;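 further: yeast exposed to compound for 9 h at 30 °C; higher score means more reporter readthrough which indicates perturbed polyadenylation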
RGS4 act: potentiators or activators of RGS4; 310,000 tested, 0.92% active; HEK293 M3R/inducible RGS4, carbachol calcium flux Fluo4; active compounds read low; AID 463111; B-score at 10 µM;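 active means B-score of the integrated calcium signal more than 4 SD below the library mean, with starting fluorescence not abnormally high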;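 further: negative B-score means reduced calcium response which marks RGS4 activation or potentiation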
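Material: Inducible-RGS4 HEK293 cells carrying M3 receptor; also added: carbachol at ECmax as muscarinic agonist stimulus; incubation: compound preincubation 20 min at room temperature before agonist; signal: Fluo4-AM (2 µM) calcium-flux fluorescence, kinetic read; measure: integrated calcium ratio converted to B score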
KCNQ1 act: human KCNQ1 channel potentiation or activation; AID 2648; CHO-K1 KCNQ1, thallium flux FluxOR fluorescence; active compounds read high; P51787; 310,000 tested, 0.35% active; B-score at 10 µM;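 active means fluorescence ratio B-score, a plate-corrected score, at least three library SD, with initial intensity B-score within 5 SD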
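assay system = CHO-K1 cells stably expressing KCNQ1 | medium = assay buffer, equal DMSO in all wells | timing = 37 °C overnight plating, 90-min dark dye load, 20-min compound pretreatment | measured by = kinetic FluxOR thallium fluorescence, 10-s 1-Hz baseline, 110-s post-stimulus read | measure = fluorescence change relative to baseline, converted to B score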
GSK3B inh: blocks human GSK3beta kinase activity | P49841 | GST-GSK3beta kinase, ADP-Glo luminescence, 60 min; active compounds read low | activity score (negative = inhibition), % at 10 µM | 300,000 tested, 0.038% active;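 active means more than half of replicate wells score below -50%, meaning over 50% inhibition versus plate controls; inconclusive means some replicates but at most half score below -50%; inactive means no replicate scores below -50%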;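 further: 0% = median DMSO wells and -100% = median GW8510 positive control wells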
Target sequence (P49841 whole entry, looked up): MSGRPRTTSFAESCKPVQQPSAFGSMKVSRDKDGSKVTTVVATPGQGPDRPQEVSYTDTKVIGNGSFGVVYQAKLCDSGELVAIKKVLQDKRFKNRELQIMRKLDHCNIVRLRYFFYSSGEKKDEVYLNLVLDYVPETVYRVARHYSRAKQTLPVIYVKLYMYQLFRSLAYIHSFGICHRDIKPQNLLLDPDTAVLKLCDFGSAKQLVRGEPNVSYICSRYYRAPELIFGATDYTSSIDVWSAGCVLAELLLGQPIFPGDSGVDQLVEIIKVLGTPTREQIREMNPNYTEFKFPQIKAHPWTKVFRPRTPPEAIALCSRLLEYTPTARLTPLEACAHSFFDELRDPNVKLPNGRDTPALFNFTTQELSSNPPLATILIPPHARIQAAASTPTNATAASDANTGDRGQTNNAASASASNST
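Test system – GST-tagged human GSK3beta kinase, cell-free · Incubation – 60 min enzyme reaction, room temperature · Signal – ADP-Glo luminescence · Also added – peptide substrate and ATP at 25 µM · Controls – DMSO neutral wells and GW8510 at 20 µM as positive · Buffer or medium – Tris/MgCl2 kinase buffer · Measure – Luminescence-derived activity versus plate DMSO and GW8510 wells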
Active calls of the source: *; i = inactive; ? = inconclusive; . = no result given. An excerpt; rates above refer to the full screens.

compound,GSK3A inh,hERG rescue,KCNK9 block,DYRK1A inh,KCNQ1 inh,KCNK3 block,HDAC3 inh,KCNQ1 act,RGS4 act,GSK3B inh,PolyA inh
O=S(=O)(NCC1CCCO1)c1cccc2nsnc12 (centres undefined),3.4,-21.1,i,-5.3,i,i,4.9,i,i,2.4,i
Cc1cccc(N2C(=O)C3C4C=CC(CC4)C3C2=O)c1 (centres undefined),-1.4,-5.2,i,.,i,i,-4.8,i,i,-1.4,i
O=C(NCc1ccco1)c1cc2c(s1)CSC2,5.1,-10.8,i,.,i,.,?,i,i,1.4,i
CCCC(C(=O)NCC1CCCO1)N(Cc1ccco1)C(=O)CNS(=O)(=O)c1ccccc1 (centres undefined),-0.4,-8.6,i,-1.3,i,i,-4.5,i,i,3.4,i
COc1ccc(Cl)cc1C(=O)NCC(c1ccco1)N(C)C (centres undefined),-0.9,-3.1,i,-6.4,i,i,7.7,i,i,.,i
Cc1ccccc1C1c2[nH]c3ccccc3c2C[C@H]2C(=O)N(C3CCN(Cc4ccccc4)CC3)CC(=O)N12 (some centres undefined),-3.0,-9.2,i,-6.1,i,i,2.7,i,i,0.1,i
Cc1cc(C)nc(N2CCCC(C(=O)NCc3ccccc3F)C2)n1 (centres undefined),-1.7,-6.1,i,-1.9,i,i,?,i,i,3.1,i
CCOC(=O)c1cc(CC)sc1/N=C/C1C(=O)CC(C)(C)CC1=O,-1.8,-1.2,i,-5.4,i,i,-4.2,i,i,-0.6,i
CCOC(=O)c1ccc(NC(=O)CCn2nnc3ccccc32)cc1,-13.2,0.2,i,-40.1,i,i,1.6,i,i,2.0,i
CC(=O)Nc1ccc(NC2=CC(=O)CC(C)(C)C2)cc1,-6.8,-3.4,i,8.9,i,i,4.2,i,i,-1.1,i
CCSc1cc(C)nc2c(-c3ccccc3)cnn12,-0.2,-5.8,i,-4.0,i,i,6.6,i,i,-0.9,i
Cc1ccnc(NC(=O)CCNC(=O)c2ccc(Cl)cc2)c1,.,-8.1,i,-14.3,i,i,-4.2,i,i,-12.6,i
COc1cc(CNc2nnnn2C)ccc1OCc1c(F)cccc1Cl,0.0,2.0,i,0.9,i,i,10.1,i,i,0.3,i
O=C(CCN1C(=O)c2ccccc2C1=O)Nc1ccc(S(=O)(=O)N2CCOCC2)cc1,1.8,-11.1,i,-1.8,i,i,-2.1,i,i,0.7,i
COc1cc(/C=N/NC(=O)CCc2ccccc2)ccc1O,3.4,-3.5,i,17.3,i,i,1.8,i,i,-0.6,i
COCCCn1c(=S)[nH]c(C)c(C)c1=O,-1.3,-12.9,i,-6.7,i,i,16.2,i,i,0.9,i
O=C(Nc1ccccc1-c1ccccc1)c1ccccc1[N+](=O)[O-],1.1,-5.4,i,6.5,i,i,0.6,i,i,-1.2,i
O=C1CCCC/C1=C/NCc1ccc(F)cc1,0.9,-1.5,i,.,i,i,7.2,i,i,-0.4,i
O=C(c1ccco1)N1CCN(S(=O)(=O)c2cccc3nsnc23)CC1,0.1,-9.5,i,3.1,i,i,1.6,i,i,-2.3,i
Oc1c(Cl)cc(Cl)cc1/C=N/c1nc(-c2ccc(Cl)cc2)cs1,-0.6,3.0,i,-2.7,i,i,-6.6,i,i,-2.7,i
Cc1ccccc1/C=C/c1cccc[n+]1C,-0.2,-8.9,i,.,i,i,4.4,i,i,-2.4,i
CCN(CC(=O)NC(C)(C)C)Cc1cc(=O)n2c(-c3ccccc3)csc2n1,2.8,-2.5,i,2.2,i,i,-0.9,i,i,5.1,i
CC12CN(S(=O)(=O)c3ccccc3)CC(C)(CN(S(=O)(=O)c3ccccc3)C1)C2,-0.3,-6.9,i,-11.6,i,i,-0.9,i,i,-2.1,i
Cc1[nH]c2ccccc2c1N=Nc1ccccc1C(=O)O,3.3,-3.7,i,-7.7,i,i,5.8,i,i,-4.8,i
COc1ccc(/C=N/n2cncn2)cc1Cn1nc(C)c([N+](=O)[O-])c1C,-2.7,-6.0,i,-1.5,i,i,8.0,i,i,-3.4,i
Cc1oc(-c2ccccc2Cl)nc1CN1CCCN(C(=O)c2ccco2)CC1,0.7,-8.3,i,2.4,i,i,-2.4,i,i,2.6,i
CN(CC(=O)Nc1cccc(F)c1)C(=O)c1ccc(-n2cncn2)c([N+](=O)[O-])c1,0.4,-11.4,i,-2.3,i,i,-2.8,i,i,0.7,i
CCC1CCc2c(sc(NC(=O)c3cnccn3)c2C(N)=O)C1 (centres undefined),0.8,-11.8,i,-0.4,i,i,2.7,i,i,2.1,i
O=C(NCCN1CCCC1)c1ccc(Cn2c(=S)[nH]c3ccc(Br)cc3c2=O)cc1,1.9,-11.7,i,-11.6,i,i,9.7,i,i,-3.8,i
CN(C)CCCN(C(=O)c1ccco1)c1nc2ccc(Cl)cc2s1,1.8,-23.0,i,6.0,i,i,4.8,i,i,-0.6,i
COc1cc(NC(=O)C/C(C)=N/NC(=O)c2cccc(O)c2)c(OC)cc1Cl,1.2,-5.9,i,7.1,i,i,1.1,i,i,-3.1,i
COc1ccc(-c2nn(-c3ccccc3)cc2C(=O)Nc2ccc(C(=O)O)cc2)cc1OC,-1.6,-3.0,i,-9.9,i,i,3.9,i,i,1.6,i
Cn1c(=O)c2c(nc3n2CC(O)CN3c2ccccc2)n(C)c1=O (centres undefined),0.9,-8.1,i,-0.3,i,i,-2.3,i,i,-3.0,i
CCOC(=O)c1c(CN2CCN(CC#N)CC2)n(C)c2cc(Br)c(OC)cc12,5.6,-5.7,i,5.6,i,i,1.2,i,i,3.1,i
O=C(CN1C(=O)NC2(CCCC2)C1=O)OCc1ccc(Br)cc1,-2.7,-8.9,i,-5.5,i,i,1.2,i,i,1.1,i
CNC(=O)Cc1nc2ccccc2n1CC(=O)Nc1cc(C)cc(C)c1,-2.7,-6.8,i,-2.8,i,i,4.8,i,i,-0.2,i
COc1cccc(-c2nn(C)c3sc(C(=O)N4CCN(c5ccccc5)CC4)cc23)c1,0.5,-7.3,-9.93*,3.5,i,i,-4.8,i,i,-12.6,i
O=C(CC(CC(=O)c1ccccc1)c1ccccc1)c1ccccc1,-2.2,-9.7,-11.7*,-1.2,i,-10.7*,-5.0,i,i,1.7,i
O=C(c1ccccc1)N1CCCC(C(=O)N2CCCCCC2)C1 (centres undefined),0.6,-19.1,i,3.1,i,i,-5.2,i,i,1.7,i
CCN(CC)S(=O)(=O)c1cccc(NC(=O)CSc2nnc(N)s2)c1,-11.0,-11.5,i,.,i,i,-13.3,i,i,2.4,i
Cc1ccc(SCc2[nH]nc3c2C2(CCSCC2)C(C#N)=C(N)O3)cc1,-1.6,-2.1,i,4.5,i,i,8.7,i,i,0.5,i
CCOC(=O)c1c(C)[nH]c(C)c1S(=O)(=O)NCc1ccc(OCC)cc1,0.7,-3.9,i,-3.7,i,i,-1.6,i,i,3.1,i
O=C(CCC(=O)N1CCSc2ccccc21)NCc1ccc(Cl)cc1,-1.7,-22.0,i,-5.8,i,i,0.7,i,i,3.2,i
Cc1noc(C)c1S(=O)(=O)N1CCCCC1,-7.2,-1.8,i,1.0,i,i,-1.4,i,i,-7.3,i
CCCCC(CCC(=O)O)(C(=O)OCC)c1csc(Nc2ccccc2)n1 (centres undefined),-4.3,-6.7,i,2.4,i,i,-6.5,i,i,2.5,i
Clc1ccc2[nH]c3c(NCC4CCCO4)ncnc3c2c1 (centres undefined),1.4,-29.1,i,.,8*,.,2.7,i,i,-1.5,i
COc1ccc(/C=C/C(=O)Nc2c(C(=O)O)[nH]c3ccccc23)cc1OC,-0.6,-9.0,i,5.2,i,i,4.3,i,i,0.2,i
CC1CCCCC1NC(=O)CNC(=O)c1ccco1 (centres undefined),0.8,-13.7,i,16.2,i,i,5.0,i,i,0.0,i
Cc1ccc(NC(=O)C(C)OC(=O)Cc2c[nH]c3ccccc23)cc1 (centres undefined),-1.5,-8.1,i,3.7,i,i,-1.8,i,i,-0.2,i
Cc1nc(-c2cccnc2)sc1C(=O)Nc1ccc(Cl)cc1,-0.3,-13.5,i,-0.6,i,i,4.8,i,i,3.9,i
CCOC(=O)C(C)c1c(C(=O)c2ccc(C)nc2)c2ccccc2n1C (centres undefined),-0.4,0.8,i,.,i,.,12.4,i,i,0.0,i
CCCN1C(=O)C(O)(C/C(C)=N/O)c2ccccc21 (centres undefined),-8.0,-6.4,i,4.6,i,i,-4.6,i,i,2.7,i
O=C(CNS(=O)(=O)c1c(Cl)cccc1Cl)N1CCCCCC1,-1.9,-1.9,i,6.4,i,i,-7.0,i,i,-2.2,i
Cc1ccc(NC(=O)Nc2cccs2)cc1,-4.8,-8.5,i,3.9,i,i,0.9,i,i,-1.8,i
COc1ccc(OC)c(S(=O)(=O)Nc2ccc(O)c(Sc3ncn[nH]3)c2)c1,-4.9,-1.9,i,-5.5,i,i,10.9,i,i,1.3,i
CN(CC(=O)NCCc1ccc(S(N)(=O)=O)cc1)S(=O)(=O)c1cccc2nsnc12,4.7,-9.2,i,1.5,i,i,0.7,i,i,-1.9,i
CCCNC(=O)NC(=O)CSc1cccc(C(F)(F)F)c1,-1.4,-5.5,i,3.1,i,i,2.2,i,i,-1.3,i
C=C1C[C@H]2[C@@H]3CCc4cc(OC)ccc4[C@H]3CC[C@]12C,-2.7,-18.0,i,6.5,i,i,-0.5,i,i,2.3,i
Cc1ccc(S(=O)(=O)c2c(C)nn(C(C)(C)C)c2OC(=O)c2ccc(Br)o2)cc1,-1.7,-9.9,i,1.1,i,i,8.3,i,i,-0.6,i
Cc1cc(C)n(-c2ccc(NC(=O)C3CCN(Cc4cnc(C)s4)CC3)cc2)n1,-1.4,-9.4,i,-2.9,i,i,-0.7,i,i,2.3,i
